# Screens deposited in PubChem BioAssay by several laboratories.
# MEX-5 binding = C. elegans MEX-5 TCR-2 RNA binding activity. Q9XUB2. MEX-5/FITC-TCR2 RNA binding, fluorescence polarization; stronger effect = lower value. activity score (negative = inhibition of binding), % at 10 µM. 0.38% of 300,000 active. AID 1832;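 active means inhibition past about -25% in most replicates, and total fluorescence under double the plate's negative control median, limit read from the data; inconclusive means replicates evenly split on the limit, or fluorescence at least double controls; inactive means too little inhibition in most replicates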;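 further: 0% = DMSO and -100% = 5 µM competing unlabeled TCR2 RNA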
# AGP1 TOR yeast = modulators of TOR pathway AGP1-GFP in S. cerevisiae; GFP response vs DMSO, % at 10 µM; S. cerevisiae AGP1-GFP multiplex flow cytometry, 3 h; GFP as percent of DMSO wells; AID 2066; 0.02% of 320,000 active;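 active means GFP response relative to DMSO above a set limit, near screen average plus 3 SD, cut at about 150% in these data; inconclusive means fewer than 70 cells counted for the yeast strain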;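 further: median GFP channel fluorescence of the gated AGP1 strain per well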
# BCLXL inh = Bcl-xL (human) inhibition; 0.7% of 320,000 active; inhibition, % at 10.9 µM; Q07817; GST-Bcl-xL / FITC-Bim BH3 peptide fluorescence polarization; AID 2129;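 active means inhibition above the mean of all tested compounds plus 3 SD, cutoff set per campaign, cut at about 30% in these data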;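 further: 0% = DMSO wells and 100% = unlabeled Bim-BH3 peptide competitor; inhibitors lower millipolarization by displacing the labeled peptide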
# Target sequence (Q07817 whole entry, looked up): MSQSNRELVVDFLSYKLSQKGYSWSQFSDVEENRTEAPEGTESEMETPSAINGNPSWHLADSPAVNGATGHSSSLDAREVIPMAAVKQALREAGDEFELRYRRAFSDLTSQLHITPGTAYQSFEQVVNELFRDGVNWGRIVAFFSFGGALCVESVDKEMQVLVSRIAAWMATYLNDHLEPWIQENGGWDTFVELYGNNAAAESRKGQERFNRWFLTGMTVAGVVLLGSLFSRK
# GLD-1 TGE inh = GLD-1-TGE RNA interaction inhibition (C. elegans) | AID 2280 | inhibition, % at 5.96 µM | purified GLD-1 + fluorescein TGE RNA, fluorescence polarization | 0.44% of 320,000 active | Q17339;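 active means percent inhibition above a per-plate cutoff, the plate mean of test compounds plus 3 SD, cut at about 30% in these data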;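 further: 0% = DMSO wells with GLD-1 and probe and 100% = wells lacking GLD-1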
# Target sequence (Q17339 whole entry, looked up): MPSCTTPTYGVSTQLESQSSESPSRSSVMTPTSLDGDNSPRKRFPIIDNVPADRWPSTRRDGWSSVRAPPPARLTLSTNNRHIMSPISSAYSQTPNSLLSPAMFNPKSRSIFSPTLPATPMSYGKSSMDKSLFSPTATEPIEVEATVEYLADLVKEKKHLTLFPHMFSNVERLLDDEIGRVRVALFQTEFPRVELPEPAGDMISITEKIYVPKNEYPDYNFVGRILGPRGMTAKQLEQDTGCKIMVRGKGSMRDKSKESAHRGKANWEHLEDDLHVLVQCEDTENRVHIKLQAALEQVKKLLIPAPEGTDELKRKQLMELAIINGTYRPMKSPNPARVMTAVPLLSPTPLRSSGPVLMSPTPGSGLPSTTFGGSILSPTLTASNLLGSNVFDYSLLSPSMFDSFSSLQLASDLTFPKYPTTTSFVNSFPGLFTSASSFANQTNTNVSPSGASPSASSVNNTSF
# Fam108B inh = counter-screen for RBBP9 inhibitors: inhibitors of mouse Fam108B. recombinant Fam108B, FP-Rh probe fluorescence polarization. inhibition, % at 9.51 µM. 0.33% of 300,000 active. AID 1947;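 active means inhibition above the screen mean inhibition plus 3 SD, computed separately per campaign, cut at about 18% in these data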;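 further: inhibitors lower polarization as less probe binds the enzyme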
# MCL1 BIM primary = disrupts human MCL1 binding to BIM-BH3 peptide; GST-MCL1 / FITC-Bim-BH3 fluorescence polarization; inhibition, % at 10.9 µM; Q07820; AID 2057; 0.68% of 320,000 active;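 active means inhibition above the mean inhibition of all tested compounds plus 3 SD, set per campaign, cut at about 40% in these data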;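 further: 0% = DMSO wells and 100% = unlabeled Bim-BH3 peptide control; higher means more loss of mP so more displacement of Bim peptide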
# Target sequence (Q07820 whole entry, looked up): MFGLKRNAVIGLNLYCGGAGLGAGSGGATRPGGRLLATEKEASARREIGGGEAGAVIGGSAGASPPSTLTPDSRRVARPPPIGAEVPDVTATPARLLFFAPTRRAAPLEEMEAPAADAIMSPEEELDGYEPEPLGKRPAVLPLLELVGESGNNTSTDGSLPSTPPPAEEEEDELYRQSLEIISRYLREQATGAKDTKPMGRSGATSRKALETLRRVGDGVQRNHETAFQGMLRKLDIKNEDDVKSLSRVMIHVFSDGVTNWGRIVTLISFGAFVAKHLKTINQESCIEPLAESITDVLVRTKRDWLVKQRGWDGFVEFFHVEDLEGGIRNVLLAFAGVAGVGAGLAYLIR
# VLA-4 inh = inhibition in a human VLA-4 binding assay; P13612; VLA-4 expressing cells, ligand binding flow cytometry; inhibition, % (about 7 µM as worked out from the volumes in the protocol); 0.2% of 330,000 active; in the data active means inhibition above about 50%
# GRK2 aptamer HTS = blocks RNA aptamer binding to human GRK2; P25098; bead flow cytometry, FAM-aptamer displacement from GRK2; inhibition of aptamer binding, % at 10 µM; 0.59% of 330,000 active; AID 488847;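 active means inhibition of aptamer binding above 40%, roughly 3 SD of noise, on plates passing a quality check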;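 further: median bead fluorescence of bound FAM aptamer so fluorescent compounds give negative values; no value below 0 was filed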
# CIT2-GFP yeast = yeast TOR pathway CIT2-GFP modulation; S. cerevisiae CIT2-GFP strain, flow cytometry, 3 h; 100 means same as DMSO wells; 0.065% of 320,000 active; GFP response vs DMSO, % at 10 µM;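 active means GFP response relative to DMSO above a set limit, near the screen mean plus 3 SD, cut at about 150% in these data; inconclusive means Fewer than 70 cells measured for a yeast strain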;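 further: ratio of well median GFP fluorescence to mean of DMSO wells on the plate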
# * = called active by the depositor; ? = inconclusive; . = not tested or not shown.
SMILES,MEX-5 binding,AGP1 TOR yeast,BCLXL inh,GLD-1 TGE inh,Fam108B inh,MCL1 BIM primary,VLA-4 inh,GRK2 aptamer HTS,CIT2-GFP yeast
CC(=O)NS(=O)(=O)c1ccc(NC(=O)C(Sc2ccccc2)c2ccccc2)cc1 (centres undefined),2.7,109,3,-2,0,4,-8,6,108
CCOc1ccccc1C(=O)NC(C(=O)OCC(=O)Nc1nnc(-c2ccccc2)o1)C(C)C (centres undefined),0.1,93,7,7,-5,3,5,0,97
Cc1c(CCOC(=O)c2ccccc2)sc[n+]1Cc1ccccc1,-0.3,94,5,-1,1,2,9,1,88
O=C(CC1C(=O)NCCN1C/C=C/c1ccccc1)NCCc1cccnc1 (centres undefined),0.3,104,7,12,3,8,8,0,107
CCC(=O)c1ccc(OCC(=O)OC(C)C(=O)NCc2ccc3c(c2)OCO3)cc1 (centres undefined),2.0,103,6,7,3,1,7,0,85
COCCCNC(=O)C(=O)N/N=C/c1cc2c(cc1Br)OCO2,2.2,120,0,-4,2,0,1,0,106
COc1ccccc1NC(=O)NNC(=O)CCc1ccccc1,-5.6,98,-2,4,-1,1,-1,0,99
COc1ccc(-c2onc(C)c2-c2ccc(C(=O)OC(C)C)o2)c(O)c1,0.1,88,0,5,0,0,17,4,90
O=C1c2cccc3c2N(CCC3)C(=O)C1(F)c1ccccc1 (centres undefined),1.3,112,4,3,1,4,-8,0,103
CCCOc1ccc(C(=O)NC(=S)N2CCN(c3cc4c(cc3F)c(=O)c(C(=O)O)cn4CC)CC2)cc1,-1.0,95,0,0,-3,1,1,0,107
CCOC(=O)c1[nH]c2c(c1C)C(=O)CC(c1ccc(OCC)c(OC)c1)C2 (centres undefined),-1.3,106,0,2,-1,5,-9,2,101
COCCN(C(=O)COC(=O)c1cnc(C)cn1)c1c(N)n(Cc2ccccc2)c(=O)[nH]c1=O,-3.0,113,-3,6,0,0,2,2,101
COc1cccc(CC2(CO)CCCN(Cc3cn[nH]c3-c3cc(C)ccc3C)C2)c1 (centres undefined),3.0,98,11,4,1,0,0,0,97
O=C(N/N=C/c1ccncc1)c1sc2ccccc2c1Cl,-4.0,86,8,0,-1,6,5,0,88
CC1CCCCN1C(=O)CSc1nnc(-c2ccco2)o1 (centres undefined),1.0,98,7,11,0,5,4,2,107
NNC(=O)c1sc2cc(C(F)(F)F)cnc2c1-c1cccnc1,2.0,94,3,8,4,2,-58,41*,100
C[C@H]1COC(=O)[C@H](Cc2ccc(F)cc2)C/C=C\C[C@H](CC(=O)NCCO)C(=O)N1,.,92,.,-6,.,.,4,2,90
C=C(C)CSc1nc2c(cc1C#N)CCC2,1.2,98,3,11,3,6,-7,1,98
Cc1cc2nc(-c3cccnc3SCC(=O)NC(C)C)[nH]c2cc1C,-1.8,91,0,5,-2,1,-2,2,87
O=C(Cn1c(CO)nc2ccccc21)Nc1ccc2c(c1)OCCCO2,.,121,2,-4,.,7,7,6,103
COC(=O)c1ccc(/C=C2/SC(=S)N(CCCC(=O)Nc3ccc(O)cc3)C2=O)cc1,0.6,103,-1,4,0,3,2,0,106
COC(=O)c1ccc(CSc2nnc(NC(=O)C3CC(=O)N(c4ccc5c(c4)OCCO5)C3)s2)cc1 (centres undefined),-0.1,113,-5,5,-5,-16,-4,0,112
Cc1ccc(NC(=O)c2nc3nccc(C)n3n2)cc1S(=O)(=O)N1CCCCC1,.,100,.,3,.,.,14,0,99
CCN(CC)S(=O)(=O)c1cc(NC(=O)c2ccc(-n3cncn3)c([N+](=O)[O-])c2)ccc1C,-2.9,93,-7,3,-4,-13,2,0,107
O=C1OC(Nc2ccc3ncccc3c2)c2ccccc21 (centres undefined),-0.9,99,1,2,3,3,12,1,96
O=C(Nc1cccnc1)c1ccc(-c2ccc(Cl)cc2)o1,-4.0,74,6,7,2,12,-7,0,66
CC(Oc1ccccc1)C(=O)N=C1SC2CS(=O)(=O)CC2N1Cc1ccc(F)cc1 (centres undefined),0.0,94,6,2,0,6,-4,0,92
COc1ccc(Cl)cc1C(=O)CSc1nnnn1C1CCCC1,.,102,1,0,2,0,8,2,90
CS(=O)(=O)c1ccc(Cl)c(NC(=O)COC(=O)CCCN2C(=O)c3cccc4cccc(c34)C2=O)c1,-0.7,91,0,2,-1,-3,-17,0,85
CCOC(=O)Cc1csc(NC(=O)c2ccc(S(=O)(=O)N(CCOC)CCOC)cc2)n1,2.0,99,10,3,1,14,3,0,102
CCCCCSc1nc2c(c(=O)[nH]c(=O)n2C)n1C,0.8,95,4,8,-1,-1,5,0,98
O=C(Nc1ccc2c(c1)OCO2)N1CCN(c2ccc(F)cc2)CC1,1.2,102,7,-1,-1,3,7,0,106
CCc1ccnc(NC(=O)Nc2ccc(OCc3ccccc3)cc2)c1,3.4,97,0,-2,7,-7,0,2,105
Cc1ccc(C(=O)Cn2nnc3ccccc32)cc1[N+](=O)[O-],-0.3,111,2,3,1,9,4,2,97
CC(C)Oc1ccc(CC2CC(=O)NC2=O)cc1 (centres undefined),-0.3,110,0,3,3,5,4,0,102
CC(C)NC(=O)COc1ncnc2sccc12,-1.5,99,0,7,4,2,10,5,93
CC(C(=O)Nc1nncs1)N1C(=O)C2C3C=CC(C3)C2C1=O (centres undefined),1.5,94,3,0,2,-2,6,0,95
COc1cccc(CNCc2cccnc2)c1OCc1ccccc1,-0.1,102,-3,8,-2,-4,6,2,97
O=S(=O)(Nc1ncnc2sc3c(c12)CCC3)c1ccc2ccccc2c1,.,88,12,8,2,15,6,4,88
O=C(N/N=C/c1ccc([N+](=O)[O-])s1)c1ccncc1,-0.7,88,-1,1,2,-4,5,4,108
Cc1cnc(C(=O)OCc2ccc(Br)cc2F)cn1,2.4,96,4,7,-2,1,6,2,93
COc1ccc(-c2cc(C(=O)N3CCCCC3)no2)cc1OC,0.9,100,8,6,4,-1,-6,0,105
CC1CCN(CCCCOc2ccc(Cl)cc2)CC1,-0.2,93,-5,-6,-6,-5,15,0,111
Cn1c(-c2ccccc2)n[nH]c1=S,1.9,101,-3,3,-2,3,32,2,98
Cc1cccc(C)c1NC(=O)COC(=O)c1cccnc1,-6.7,96,20,11,-5,18,14,0,100
CCN(CC)Cc1c(O)ccc2cc(-c3nc4ccccc4n3C)c(=O)oc12,-6.7,?,36*,-7,3,30,6,7,?
CC(C)(C)c1ccc(C(=O)Nc2nnc(C3=COCCO3)o2)cc1,-0.8,92,1,3,-1,6,16,2,95
Cc1cccc(C(=O)Nc2nnc(-c3ccco3)o2)c1,-0.1,120,2,2,5,8,11,2,90
O=C(c1ccco1)N1CCN(C(=O)C2CC(c3ccc(F)cc3)=NO2)CC1 (centres undefined),-1.2,102,0,2,5,-8,-1,2,97
O=C(Cn1c(NCCO)nc2ccccc21)N1CCN(Cc2ccccc2)CC1,0.0,104,-12,-14,2,-4,19,0,101
Cc1ccc(S(=O)(=O)N2CCN(C(=O)COC(=O)c3cnc(C)cn3)CC2)c(C)c1,-2.3,100,5,-2,-2,-1,12,0,84
COc1ccc(OC)c(S(=O)(=O)N2CCCC(C(=O)NCc3ccncc3)C2)c1 (centres undefined),1.0,108,4,2,6,10,-11,0,103
Nc1n[nH]c(-c2ccc(F)cc2)n1,1.6,103,7,2,0,4,22,2,102
CCC(CCC(=O)Nc1ccc(S(N)(=O)=O)cc1)C(=O)O (centres undefined),1.0,93,5,3,-2,4,-8,0,120
Cc1ccc2c(c1)COc1c3ccc(C(=O)NCCO)cc3nn1-2,-2.2,81,3,3,1,8,-3,0,79
O=C(NCc1ccc2c(c1)OCO2)C1CCCCC1,-0.7,101,4,2,3,4,-8,0,101
Cc1nn(S(=O)(=O)c2cccc([N+](=O)[O-])c2)c(C)c1Br,1.5,100,2,-3,3,10,3,1,94
O=C(Nc1ccncc1)c1ccc2ccccc2c1,0.2,97,-3,3,-5,-11,-5,0,91
CCOc1ccc(S(=O)(=O)/N=C(\N)c2ccccc2)cc1,-1.7,100,4,4,3,0,-1,11,87
Cc1nnsc1C(=O)Nc1cc(Cl)ccc1Cl,-0.2,100,4,-1,-5,2,12,8,105

# (continued)
SMILES,MEX-5 binding,AGP1 TOR yeast,BCLXL inh,GLD-1 TGE inh,Fam108B inh,MCL1 BIM primary,VLA-4 inh,GRK2 aptamer HTS,CIT2-GFP yeast
CCOC(=O)CN(C(=O)CNC(=O)c1cccs1)C(C(=O)NC1CCCC1)c1ccncc1 (centres undefined),-2.1,107,6,2,5,3,14,1,103
COc1ccc(OC)c(NC(=O)CSc2nnc(NC(=O)c3ccco3)s2)c1,-2.3,102,3,4,1,2,1,4,101
Cc1ccc2nc(Br)c3c(c2c1)OC(CBr)C3 (centres undefined),-2.5,94,4,-5,3,4,24,2,95
CCN(CC)CCn1c(/N=C/c2cc(Br)ccc2O)nc2ccccc21,0.1,96,0,-6,7,-8,2,0,106
CCOc1ccccc1OCC(=O)Nc1ccc(N2CCCCC2)cc1,1.1,98,3,1,1,6,-15,1,102
COc1cc(/C=C(\C#N)c2nnc(N3CCOCC3)n2-c2ccccc2)ccc1O,-0.7,100,1,-17,0,6,-16,2,101
FC(F)(F)C1CCCN(c2nsc3ccccc23)C1 (centres undefined),-6.1,110,11,0,-8,16,-6,2,128
CCOC(=O)c1c(C)[nH]c(C(=O)COC(=O)/C=C/c2ccc(O)c(OC)c2)c1C,1.1,96,5,1,-1,-1,-34,2,102
Cc1nc2ccccn2c1C(=O)C(=O)Nc1cc(F)ccc1F,-3.9,110,4,-8,3,0,6,1,108
Cc1ccc(-n2ncc3c(=O)n(Cc4ccccn4)cnc32)cc1C,0.6,94,0,-3,0,1,10,0,88
CCC1C(=O)N(c2nc(C)cc(C)n2)N=C1C (centres undefined),-1.3,?,-1,10,-1,6,-1,2,?
O=C(Nc1ccc(F)c(F)c1)NC1CCCCC1,0.2,105,3,1,3,-1,12,1,100
Cc1ccnc(SCC(=O)Nc2sc3c(c2C#N)CCC(C(C)(C)C)C3)n1 (centres undefined),0.2,101,4,-9,-1,8,-4,3,94
CC(=O)c1cccc(NC(=S)NNC(=O)c2ccc(C)c([N+](=O)[O-])c2)c1,1.0,101,6,0,8,4,6,0,107
CC(C)N(CCn1c(SCC(=O)N2CC(=O)Nc3ccccc32)nc2ccccc2c1=O)C(C)C,-0.1,101,1,7,2,0,31,1,96
O=C(NCc1ccco1)c1ccc2c(c1)CCO2,1.1,112,6,-4,-3,4,3,1,102
COc1ccc(C2CC(c3ccc(Br)cc3)=NN2C(=O)CSC2=NCCS2)cc1 (centres undefined),2.4,89,0,4,-5,3,19,0,97

# Some of the entries above, reformatted:
# Results follow in this order: MEX-5 binding, AGP1 TOR yeast, BCLXL inh, GLD-1 TGE inh, Fam108B inh, MCL1 BIM primary, VLA-4 inh, GRK2 aptamer HTS, CIT2-GFP yeast
> O=C(Nc1ccc(F)c(F)c1)NC1CCCCC1
    0.2, 105, 3, 1, 3, -1, 12, 1, 100
> CC(=O)c1cccc(NC(=S)NNC(=O)c2ccc(C)c([N+](=O)[O-])c2)c1
    1.0, 101, 6, 0, 8, 4, 6, 0, 107
> CCN(CC)CCn1c(/N=C/c2cc(Br)ccc2O)nc2ccccc21
    0.1, 96, 0, -6, 7, -8, 2, 0, 106
> Cc1ccc(-n2ncc3c(=O)n(Cc4ccccn4)cnc32)cc1C
    0.6, 94, 0, -3, 0, 1, 10, 0, 88
